# PKA-R2B act: PKA-R2B complex activation | P22694+P31323 | PKA-R2B holoenzyme dissociation, Cy5-IP20 fluorescence polarization; R2B truncated from residue 108, S112A mutant; 0% DMSO only, 100% 113 µM cGMP | activation, % at 11.4 µM | hit rate 0.079% among 340,000;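 active = activation above a cutoff set at the mean over all compounds plus 3 SD, cut at about 18% in these data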;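 note: higher means more holoenzyme dissociation and a rise in polarization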
# Arrestin-AP2 inh: inhibitors of human beta-arrestin and AP2 interaction; hit rate 0.31% among 340,000; FITC-arrestin peptide / GST-AP2 beads, flow cytometry; AP2 beta2 appendage carries R879A mutation; AID 504490; inhibition, % at 10 µM;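 active = inhibition above a set limit, near 3 SD of compounds lacking own fluorescence, cut at about 54% in these data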;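 note: plate controls were DMSO wells for no effect and 5 µM unlabelled arrestin peptide for full effect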
#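 System: GST-AP2 R879A glutathione beads | Also added: FITC-arrestin peptide, 50 nM | Times: 12 min plus 1 h, RT | Signal: Bead flow cytometry, FITC channel | Buffer or medium: PBS with 0.05% Tween 20 and 0.1% BSA | Read-out basis: Percent drop in bead-associated FITC signal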
# HTR5A inv ag: inverse agonist of human HTR5A in OPRM1-OPRD1 counter-screen | P47898 | HTR5A cell line, luminescence, inverse agonism | inhibition, % at 9.3 µM | hit rate 0.083% among 340,000; in the data active = inhibition mostly above about 23%, no sharp cut-off; inactive = mostly below about 18%;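 note: 0% = cells with DMSO and 100% = no-cell wells with DMSO; some compounds called inactive have numbers as strong as hits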
# Target sequence (P47898 whole entry, looked up): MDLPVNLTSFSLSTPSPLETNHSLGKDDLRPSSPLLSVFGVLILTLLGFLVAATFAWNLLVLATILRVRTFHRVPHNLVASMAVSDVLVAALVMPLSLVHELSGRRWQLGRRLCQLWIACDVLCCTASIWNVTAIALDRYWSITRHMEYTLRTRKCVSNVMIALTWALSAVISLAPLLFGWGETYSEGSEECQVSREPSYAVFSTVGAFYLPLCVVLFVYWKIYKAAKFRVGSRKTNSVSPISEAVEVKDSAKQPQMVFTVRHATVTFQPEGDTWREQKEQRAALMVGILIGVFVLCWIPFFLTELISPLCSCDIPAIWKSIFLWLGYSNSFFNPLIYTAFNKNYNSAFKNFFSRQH
# HTR5A ag: activates human HTR5A in OPRM1-OPRD1 agonist counter-screen; P47898; HTR5A agonist assay, luminescence, cell-based; activation, % at 9.3 µM; hit rate 0.61% among 340,000; AID 504692; in the data active = activation mostly above about 9.5%, no sharp cut-off; inactive = mostly below about 7.6%;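 note: 0% = cells with vehicle only and 100% = reference agonist; strong numbers were not always called active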
# DAGLB inh: blocks human DAGLB lipase activity; inhibition, % at 5.17 µM; Q8NCG7; HEK293T DAGLB membrane lysate, EnzChek fluorogenic substrate; hit rate 0.059% among 340,000; in the data active = inhibition above about 34%;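 note: 0% = enzyme with vehicle and 100% = wells lacking enzyme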
# Target sequence (Q8NCG7 whole entry, looked up): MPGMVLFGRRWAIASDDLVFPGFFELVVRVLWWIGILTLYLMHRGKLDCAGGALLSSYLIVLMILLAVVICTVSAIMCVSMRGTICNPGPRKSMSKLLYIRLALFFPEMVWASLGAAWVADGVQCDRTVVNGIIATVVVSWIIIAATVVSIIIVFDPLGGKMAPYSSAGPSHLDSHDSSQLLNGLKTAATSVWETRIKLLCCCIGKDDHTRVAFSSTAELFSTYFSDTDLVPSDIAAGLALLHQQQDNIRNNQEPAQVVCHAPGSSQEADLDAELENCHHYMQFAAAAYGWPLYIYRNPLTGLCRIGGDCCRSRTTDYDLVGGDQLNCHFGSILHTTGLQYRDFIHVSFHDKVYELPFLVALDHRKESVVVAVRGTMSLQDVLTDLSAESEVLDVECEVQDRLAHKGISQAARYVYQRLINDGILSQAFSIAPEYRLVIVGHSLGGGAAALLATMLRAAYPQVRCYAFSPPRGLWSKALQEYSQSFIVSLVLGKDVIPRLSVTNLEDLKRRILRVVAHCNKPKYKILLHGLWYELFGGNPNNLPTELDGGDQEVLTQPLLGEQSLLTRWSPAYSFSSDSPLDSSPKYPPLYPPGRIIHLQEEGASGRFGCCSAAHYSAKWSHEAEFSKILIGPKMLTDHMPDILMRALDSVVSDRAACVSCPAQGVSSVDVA
# MOR-DOR ag: OPRM1-OPRD1 heterodimerization agonism. cells, luminescence. activation, % at 9.3 µM. hit rate 0.3% among 340,000. AID 504326; in the data active = activation above about 18%;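 note: 0% = vehicle-treated cells and 100% = reference agonist; values of inactives mirror those of a sister screen read the other way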
# DSG3 Ab inh: inhibitors of pemphigus antibody binding to human desmoglein-3; P32926; DSG3-coupled beads, scFv-anti-DSG3-GFP binding, flow cytometry; active compounds read low; binding (percent of control), % at 10 µM; hit rate 0.48% among 310,000; AID 588358;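 active = binding more than 3 SD below its plate's average and above zero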;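 note: hits lower antibody fragment binding to DSG3; some compounds called inactive have numbers as strong as hits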
# V-ATPase pH: yeast V-ATPase proton transport regulation by pHLuorin | S. cerevisiae, pHLuorin cytosolic pH fluorescence | AID 504577 | hit rate 0.37% among 350,000 | response, % at 10 µM; in the data active = response mostly above about 7.3%, no sharp cut-off; inactive = mostly below about 5.4%; note: actives read high; inactives centre near 0; some compounds called inactive have numbers as strong as hits; reference of the scale not given here
# OPRM1-OPRD1 inv: mu-delta opioid heterodimer inverse agonism | P35372+P41143 | cell-based MOR-DOR heterodimer luminescence | inhibition, % at 9.3 µM | hit rate 0.21% among 340,000; in the data active = inhibition above about 22%, passing the limit was not always enough;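 note: 0% = cells with DMSO and 100% = wells without cells with DMSO; values of inactives mirror those of a sister screen read the other way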
# PKA-R1A act: activates the PKA-R1A holoenzyme complex; PKA-R1A dissociation, Cy5-IP20 fluorescence polarization; scaled: DMSO 0%, 113 µM cGMP 100%; activation, % at 11.4 µM; hit rate 0.083% among 340,000;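 active = percent activation above the mean of all tested compounds plus 3 SD, cut at about 19% in these data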;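 note: higher means more PKAc released from R1A so a rise in polarization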
# * marks the source's active call; other numbers are inactive results; x = not tested or not shown.
SMILES,PKA-R2B act,Arrestin-AP2 inh,HTR5A inv ag,HTR5A ag,DAGLB inh,MOR-DOR ag,DSG3 Ab inh,V-ATPase pH,OPRM1-OPRD1 inv,PKA-R1A act
COc1ccc(CC2(CO)CCN(CC3=CC[C@H]4C[C@@H]3C4(C)C)CC2)cc1,-10,-10,-16,5,-2,-3.2,103,3,17,-8
Cc1ccc(C)c(C(=O)COC(=O)c2ccccc2N2C(=O)C3C4CCC(C4)C3C2=O)c1 (stereo unspecified),-3,-2,6,-2,-3,0.5,100,4,-2,2
CCCN(CC(=O)Nc1ccc(C(N)=O)cc1)CC(=O)Nc1ccc(Cl)cc1Cl,0,0,-22,5,-2,-1.6,101,1,9,-9
CCCN1C2CCCC1CC(NC(=O)c1ccccc1F)C2 (stereo unspecified),-4,0,-35,1,-1,-1.0,x,-6,5,-10
Cc1cccc(OCC(=O)Nc2cc(C)ccc2O)c1,-1,-4,-5,-2,2,-0.5,109,-1,3,4
CCOC(=O)c1sc2nc(SCC#N)n(CC3CCCO3)c(=O)c2c1C (stereo unspecified),-1,7,13,0,-2,-1.1,102,1,6,2
COc1ccc(N2Cc3ccccc3C2=O)cc1,9,9,2,3,1,-0.9,113,2,4,-8
Cc1cccc(-c2n[nH]c(=S)n2/N=C/c2ccc(C)s2)c1,2,-9,-2,1,-3,7.0,101,-1,-42,0
COc1ccc(/C=C/C(=O)N(C)CC(=O)Nc2cccc(F)c2)cc1S(=O)(=O)N1CCCCC1,-1,-1,11,-4,-1,-3.1,100,-3,16,1
Cc1cc(OCC(=O)NCc2ccncc2)c2c(C)c(C)c(=O)oc2c1,10,41,-2,5,1,-1.6,104,-5,8,-3
O=C(COc1ccc(Cl)cc1)NNC(=O)c1cccnc1,5,12,-14,5,-1,-1.4,103,1,8,7
O=C(Nc1ccc(Cl)cn1)c1cccc(F)c1,0,-1,-46,5,-3,-1.2,105,-1,7,0

# Three of the entries above in order of the OPRM1-OPRD1 inv value, descending:
Compound,PKA-R2B act,Arrestin-AP2 inh,DAGLB inh,MOR-DOR ag,DSG3 Ab inh,V-ATPase pH,OPRM1-OPRD1 inv,PKA-R1A act
Cc1cccc(OCC(=O)Nc2cc(C)ccc2O)c1,-1,-4,2,-0.5,109,-1,3,4
Cc1ccc(C)c(C(=O)COC(=O)c2ccccc2N2C(=O)C3C4CCC(C4)C3C2=O)c1 (stereo unspecified),-3,-2,-3,0.5,100,4,-2,2
Cc1cccc(-c2n[nH]c(=S)n2/N=C/c2ccc(C)s2)c1,2,-9,-3,7.0,101,-1,-42,0

# Later entries:
SMILES,PKA-R2B act,Arrestin-AP2 inh,HTR5A inv ag,HTR5A ag,DAGLB inh,MOR-DOR ag,DSG3 Ab inh,V-ATPase pH,OPRM1-OPRD1 inv,PKA-R1A act
CN(C(=S)NC(=O)c1ccccc1Br)C1CCCCC1,-9,1,2,2,-1,-1.6,131,-3,9,-7
Cc1c(NC(=O)C23CC4CC(CC(C)(C4)C2)C3)c(=O)n(-c2ccccc2)n1C,1,28,3,3,-1,-1.4,100,0,8,3
COC(=O)[C@]1(Cc2ccccc2)N[C@H](CN(C)C(=O)Nc2ccccc2)[C@@H]2C(=O)N(Cc3ccccc3)C(=O)[C@@H]21,5,38,-9,3,1,0.6,105,-1,-3,-5
NN/C(=C\[N+](=O)[O-])Nc1ccc(Cl)cc1,-6,6,-12,4,9,-0.4,89,5,3,-1
Cn1c2ccc(F)cc2c2nc3ccccc3nc21,-1,6,36,-5,-4,1.0,88,2,-5,8
COc1ccccc1S(=O)(=O)N(C)C[C@H]1Oc2ncc(Br)cc2C(=O)N([C@H](C)CO)C[C@H]1C,-1,x,x,x,-1,x,101,0,x,6
O=C(/C=C/c1ccc2c(c1)OCO2)c1ccc(F)cc1,-14,-8,5,-4,-14,-1.4,101,1,8,-18
COc1ccc2c(c1)OC[C@H]1[C@H]2N2C(=O)CN(Cc3ccco3)C(=O)[C@@]2(C)[C@H]1c1ccccc1,-10,2,-21,0,1,-2.0,108,1,12,-4
Cc1cccc(N2CCN(C(=O)Cc3cn(C)c4ccccc34)CC2)c1C,-7,-1,-6,-3,-9,3.9,x,-5,-24,-2
O=C(N/N=C/c1cn[nH]c1-c1ccc(Cl)cc1)c1ccc([N+](=O)[O-])cc1,0,3,-5,2,4,4.9,89,0,-35,-5
CCN(CC)CCn1c(NC(=O)c2ccccc2O)nc2ccccc21,0,35,x,x,-5,x,102,-4,x,4
O=[N+]([O-])c1cccc(-c2cn3ccccc3n2)c1,-7,8,-1,0,1,-0.1,102,-1,0,-18
Cc1ccc(S(=O)(=O)Nc2ccc3c(c2)C(=O)N([C@H](C)CO)C[C@H](C)[C@@H](CN(C)C(=O)NC2CCCCC2)OCCCC[C@@H](C)O3)cc1,-1,x,x,x,1,x,x,5,x,2
Cc1[nH]c2ccccc2c1/C=N/NC(=O)CCC(=O)NCc1ccccc1,7,-4,10,-4,0,-0.2,172,0,1,-13
COC(=O)c1cc(OC)c(OC)cc1NC(=S)N1CCCC(CO)C1 (stereo unspecified),1,x,20,5,-4,1.1,103,1,-6,-4
Cc1ccc(S(=O)(=O)N2CCOCC2)cc1C(=O)N1CCN(Cc2ccccc2)CC1,-5,4,-11,1,0,-1.2,97,-1,8,-2
OCCOCCNc1ncnc2c1c(-c1ccccc1)cn2-c1ccccc1,-5,-15,1,-2,-1,-3.3,93,2,18,-1
COc1ccc(S(=O)(=O)NNC(N)=S)cc1,0,7,8,-3,0,-1.2,103,-1,7,-6
O=C(NCC(=O)N(c1ccc(Cl)cc1)C(C(=O)NC1CCCC1)c1ccncc1)c1ccco1 (stereo unspecified),-3,3,-6,2,2,0.3,87,1,-2,0
Cc1c(N/N=C(\C#N)C(=O)c2ccccc2)c(=O)n(-c2ccccc2)n1C,-7,23,25,-10,1,-5.1,99,0,25,0
CCCCn1c(N)c(N2CCOCC2)c(=O)n(CC(=O)NCCc2ccccc2)c1=O,-11,-3,-7,3,0,0.5,107,9,-3,-9
Cc1ccc(C(=O)C2CCN(S(=O)(=O)c3ccccc3C(=O)O)CC2)cc1,-5,-1,-1,0,-1,-0.9,99,3,5,-7
COC(=O)N/N=C/c1c(C)cc(C)cc1C,3,-7,-9,1,0,-2.7,105,-2,14,4
CCCNC(=O)Nc1ccccc1C(=O)Nc1ccc(OC)cc1,3,3,3,-2,-1,-3.3,93,-8,19,-11

# By substructure: the entries above containing a thiophene ring, fused or not.
SMILES,PKA-R2B act,Arrestin-AP2 inh,HTR5A inv ag,HTR5A ag,DAGLB inh,MOR-DOR ag,DSG3 Ab inh,V-ATPase pH,OPRM1-OPRD1 inv,PKA-R1A act
CCOC(=O)c1sc2nc(SCC#N)n(CC3CCCO3)c(=O)c2c1C (stereo unspecified),-1,7,13,0,-2,-1.1,102,1,6,2
Cc1cccc(-c2n[nH]c(=S)n2/N=C/c2ccc(C)s2)c1,2,-9,-2,1,-3,7.0,101,-1,-42,0

# Further records follow.
SMILES,PKA-R2B act,Arrestin-AP2 inh,HTR5A inv ag,HTR5A ag,DAGLB inh,MOR-DOR ag,DSG3 Ab inh,V-ATPase pH,OPRM1-OPRD1 inv,PKA-R1A act
COc1ccc2c(c1)CCc1cnc(N)nc1-2,0,-10,15,0,-1,-0.9,x,-4,4,4
CC(=O)Nc1ccc(NC(=O)c2c(C)c(-c3ccccc3)nc3ccccc23)cc1,2,10,-11,4,1,-1.4,x,-1,7,-15
CC(/C=C/c1ccc2c(c1)OCO2)=N/NC(=O)c1cccnc1,9,8,7,-3,-1,-1.0,78,7,7,6
COc1cccc(N2CCN(c3ccc4nnc(CCC(=O)Nc5ccc(OC)c(OC)c5)n4n3)CC2)c1,2,14,2,0,-1,-1.3,111,7,7,-7
Cc1ccccc1CNC(=O)Cc1ccccc1[N+](=O)[O-],-5,7,0,0,-3,-3.0,101,-9,18,-13
O=c1c(-c2ccc(Cl)cc2)[n+]([O-])c2ccccc2n1OCc1ccccn1,-3,-1,9,4,2,-0.9,91,2,5,-14
O=C(COC(=O)C1(c2ccccc2F)CCCC1)N1CCN(C(=O)c2ccco2)CC1,2,2,-12,0,2,-0.7,101,0,4,2
CC1=C(C(=O)N2CCOCC2)CC(CC(=O)NCc2cccs2)C(=O)N1Cc1ccc(C(C)(C)C)cc1 (stereo unspecified),-3,x,x,x,3,x,102,0,x,5
Cc1ccc2c(c1)c1ncn(CCC3=CCCCC3)c(=O)c1n2C,-2,5,7,-1,-7,-0.2,100,3,1,1
COc1cccc(/C=C2/SC(=O)N(C)C2=O)c1OCc1ccc(C(=O)O)cc1,-2,41,1,-1,0,-3.1,99,5,16,-15
CCc1ccc(OCc2ccc(C(=O)O)o2)cc1,3,21,-6,1,-1,-2.1,90,-1,12,10
COc1ccc(CNC(=O)C(C)Sc2ccc(S(=O)(=O)N3CCOCC3)cn2)cc1 (stereo unspecified),-14,-1,-32,-1,-2,-1.8,104,1,12,4
Cc1cc(C)c(CN2CCN(C(=O)Cn3cnc(C(=O)Nc4ccc(C)c(C)c4)n3)CC2)c(C)c1,-1,21,-31,8.5*,-12,1.2,95,0,-5,-7
O=C(Cc1coc2ccc3ccccc3c12)N1CCc2ccccc21,-5,9,11,-4,-8,-2.5,100,-1,11,-7
CCOc1ccc(CCNC(=O)CN2C(=O)NC3(CCCCC3C)C2=O)cc1OCC (stereo unspecified),5,29,13,-5,3,-0.8,103,-9,5,3
C/C(=N\NC(=O)c1nnn(-c2nonc2N)c1-c1cccs1)c1ccc(C)cc1,-1,3,-11,3,-1,0.8,108,4,-4,-14
Cc1ccc(O)c(NC(=O)Cc2ccc3ccccc3c2)c1,-4,-14,-9,2,-6,-0.4,113,-3,2,2
NC(=O)c1ccccc1N/C=C/C(=O)c1cccs1,-3,1,-31,-1,1,-3.0,104,-4,17,-15
O=C(O)CC/C(=C\c1ccc(N2CCCC2)c([N+](=O)[O-])c1)c1nc2ccccc2s1,3,-8,8,-3,26,-1.9,100,2,10,2
Cc1ccccc1NS(=O)(=O)c1ccc(NC(=O)N2CCCCC2)cc1,-5,8,-13,4,-2,-2.0,113,-1,11,-12
O=[N+]([O-])c1ccc(Cc2cncc(O)c2)cc1,-7,23,2,0,-4,-4.6,101,-1,21,6
Cc1cc(Cl)c(S(=O)(=O)Nc2cccc(O)c2)cc1OCC(N)=O,3,10,18,-2,0,-1.0,101,0,5,1

# Four entries picked at random from those above:
SMILES,PKA-R2B act,Arrestin-AP2 inh,HTR5A inv ag,HTR5A ag,DAGLB inh,MOR-DOR ag,DSG3 Ab inh,V-ATPase pH,OPRM1-OPRD1 inv,PKA-R1A act
Cc1ccccc1NS(=O)(=O)c1ccc(NC(=O)N2CCCCC2)cc1,-5,8,-13,4,-2,-2.0,113,-1,11,-12
Cc1cc(C)c(CN2CCN(C(=O)Cn3cnc(C(=O)Nc4ccc(C)c(C)c4)n3)CC2)c(C)c1,-1,21,-31,8.5*,-12,1.2,95,0,-5,-7
Cc1cc(Cl)c(S(=O)(=O)Nc2cccc(O)c2)cc1OCC(N)=O,3,10,18,-2,0,-1.0,101,0,5,1
NC(=O)c1ccccc1N/C=C/C(=O)c1cccs1,-3,1,-31,-1,1,-3.0,104,-4,17,-15

# High-throughput results (PubChem BioAssay)
